Source: PubChem BioAssay (several laboratories)
NTR1 agonist: NTR1-driven beta-arrestin-GFP spot formation – imaging, U2OS cells, high content, primary screen (AID 493036). agonist mode. activation, % at 20 µM. hit rate 0.17% among 330,000;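 active means activation at or above 40% of the spot to cytoplasm intensity ratio, with at least 20 cells analyzed; inconclusive means wells under 20 cells, flagged as cytotoxic or low count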;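 further: 0% = DMSO without peptide and 100% = 100 nM NTR1 peptide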
Target sequence (P30989 whole entry, looked up): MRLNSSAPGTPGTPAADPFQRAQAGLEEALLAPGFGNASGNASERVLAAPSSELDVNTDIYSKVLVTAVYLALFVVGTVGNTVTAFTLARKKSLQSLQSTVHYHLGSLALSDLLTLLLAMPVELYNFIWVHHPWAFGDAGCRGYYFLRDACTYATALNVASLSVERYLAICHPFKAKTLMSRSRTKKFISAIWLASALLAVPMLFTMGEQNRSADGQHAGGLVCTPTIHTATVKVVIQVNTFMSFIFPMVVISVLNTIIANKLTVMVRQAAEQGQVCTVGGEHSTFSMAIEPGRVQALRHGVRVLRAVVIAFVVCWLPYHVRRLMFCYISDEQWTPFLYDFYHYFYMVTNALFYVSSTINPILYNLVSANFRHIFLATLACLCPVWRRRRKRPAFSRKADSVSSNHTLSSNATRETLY
NOD1 NF-kB reporter: NOD1 signaling inhibitors, primary screen, cell-based, luminescence, uHTS (AID 1578); hit rate 1% among 290,000; NOD1-driven NF-kB luciferase reporter cells, luminescence; higher % means a stronger effect; inhibition, % at 4 µM; hits with a dose series show EC50 in µM; in the data active means inhibition mostly above about 36%, no sharp cut-off; inactive means mostly below about 34%;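 further: HEK-293T reporter cells stimulated with the NOD1 agonist gamma-tri-DAP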
KOR beta-arrestin-1: KOR antagonists, beta-arrestin recruitment, cell-based, luminescence, uHTS (AID 1778); KOR beta-arrestin recruitment, luminescence, antagonist mode; higher % means a stronger effect; inhibition, % at 10 µM; hits with a dose series show IC50 in µM; hit rate 0.091% among 290,000; further: strong numbers were not always called active
KOR beta-arrestin-2: kappa opioid receptor activators – cell-based, luminescence, uHTS, primary screen (AID 1777) | KOR beta-arrestin recruitment, luminescence; higher % means a stronger effect | activation, % at 10 µM; hits with a dose series show EC50 in µM | hit rate 0.02% among 280,000; in the data active means activation above about 50%, passing the limit was not always enough; further: a part of the inactive calls stands beside numbers as strong as those of hits
Yfh1-depleted yeast: mitochondrial function rescue without frataxin homolog – Friedreich's ataxia, plus single-dose screen, dose response (AID 1465); S. cerevisiae Yfh1-off respiration, WST-1 reduction, 72 h; higher fold induction means a stronger effect; fold induction at 50 µM, or EC50 in µM where a hit was titrated; hit rate 0.074% among 220,000;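 active means fold induction of absorbance versus untreated yeast above a set limit, then at least 30% activation at any dose in follow-up; inconclusive means repeats straddling the limit, or above it without dose testing; inactive means fold induction below the set limit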;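 further: activators that raise dye reduction in frataxin-depleted yeast; strong numbers were not always called active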
NOD2 inhibition: inhibition of NOD2-driven NF-kB reporter – cell-based, luminescence, uHTS, HEK293 (AID 1566). one-dose inhibition, % at 4 µM; EC50 in µM for titrated hits. hit rate 0.63% among 290,000. HEK293 NOD2/NF-kB luciferase reporter, luminescence; higher % means a stronger effect; further: many of its hits are not listed in these tables
ER stress rescue: rescue of cells from ER stress-induced death, primary screen, 384-well, CSM14.1, thapsigargin, ATP luminescence (AID 1222); CSM14.1 thapsigargin-induced death rescue, ATP luminescence; higher % means a stronger effect; cellular ATP content (survival), % at 20 µM; hits with a dose series show EC50 in µM; 190,000 tested, under 10 active;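 active means EC50 below 50 µM in the dose-response confirmation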;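 further: death triggered by thapsigargin at about 15 µM added after 2 h compound pretreatment; cell ATP read after overnight thapsigargin exposure of roughly 18 to 22 hours; normalized against plate controls of thapsigargin alone and 5% DMSO vehicle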
GPR55 beta-arrestin: selective activators of receptor GPR55 – imaging, U2OS cells, beta-arrestin-GFP redistribution, primary screen (AID 1961). U2OS GPR55 beta-arrestin-GFP redistribution imaging; higher % means a stronger effect. activation, % at 10 µM, or EC50 in µM where a hit was titrated. hit rate 0.048% among 290,000;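 active means activation above 40% with more than 50 cells counted in the well; inconclusive means wells holding fewer than 50 cells, flagged as toxic or sparse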;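 further: U2OS osteosarcoma cells stably expressing GPR55 and beta-arrestin-GFP; plate controls were DMSO negative control for no effect and LPI positive control for full effect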
TNAP activation fold: stimulation of alkaline phosphatase TNAP activity – biochemical, luminescent, no phosphate acceptor, uHTS, primary screen (AID 1001) | hit rate 0.03% among 200,000 | purified TNAP, luminescent activation assay, no phosphate acceptor; higher activation fold means a stronger effect | one-dose activation fold at 20 µM; EC50 in µM for titrated hits; in the data active means activation fold from about 3, or a potency from the dose series; inactive means the rest, 99 in 100 with activation fold below about 1.6; further: many of its hits are not listed in these tables
NTR1 agonist cell count 20 µM: also measured in NTR1 agonist; calls as there; cell count; measured here: cell count, cytotoxicity flag
An asterisk follows results filed as active; i = inactive; ? = inconclusive; nt = no result given; [ ] = remark or other dose. Unless noted, no stated cut-off is given here; in the data, active means inhibition above about 50%; inactive means the rest. Not all compounds are listed. The share of hits here may be higher or lower than overall.

SMILES	NTR1 agonist	NTR1 agonist cell count 20 µM	NOD1 NF-kB reporter	KOR beta-arrestin-1	KOR beta-arrestin-2	Yfh1-depleted yeast	NOD2 inhibition	ER stress rescue	GPR55 beta-arrestin	TNAP activation fold
CCOC(=O)CCCNC(=O)COC(=O)c1ccc(O)cc1	-2.0	77	-15%	-3%	8.7%	i	-17%	-4.2%	-0.1%	1.1
O=C(O)c1ccc(N2CCCCCC2)c(N2C(=O)c3ccccc3C2=O)c1	0.5	46	-12%	-9%	-0.1%	i	5%	1.0%	1.0%	1
CCN1CCN(Cc2c(O)ccc3c(=O)c(-c4ccc(OC)c(OC)c4)c(C(F)(F)F)oc23)CC1	0.1	78	6%	-20%	-1.1%	i	17%	-2.8%	-0.1%	1
Cc1ccc(-c2csc(=S)n2CC(=O)OCC(=O)NC(C)C(C)C)cc1 (configuration not stated)	1.6	72	0%	-2%	0.6%	i	2%	-0.5%	0.3%	1.1
O=C(COC(=O)c1ccc(S(=O)(=O)N2CCCCC2)cc1)NCc1ccco1	-0.4	48	-17%	20%	-1.9%	i	-4%	-0.5%	0.1%	1.2
CCOC(=O)C1=NOC2COC3(CCN(c4ncccn4)CC3)OCC12 (configuration not stated)	-0.7	48	-10%	8%	1.9%	i	-7%	-5.9%	1.0%	1.1
O=C(/C=C/c1ccco1)NCCc1ccc(F)cc1	1.4	28	45%	27%	-3.5%	nt	-25%	nt	-0.1%	nt
O=C(Nc1ccnn1C1CCN(Cc2cc(Cl)ccc2O)CC1)c1cccnc1	1.1	66	-1%	4%	2.8%	nt	16%	nt	0.3%	nt
COc1cccc(-c2noc(N)c2C#N)c1	1.2	58	13%	12%	-4.9%	i	-3%	-0.9%	0.0%	1.1
CCc1cc(=O)oc2cc(OC(=O)CN3C(=O)NC4(CCCC4)C3=O)ccc12	-0.5	65	-30%	27%	-7.1%	nt	11%	nt	-0.1%	nt
CCCn1c(=O)c2ccccc2n2c(SCN3C(=O)c4ccccc4C3=O)nnc12	nt	nt	-3%	-22%	-0.9%	nt	12%	-2.6%	-0.1%	1
CN(C)S(=O)(=O)c1cccc(COc2ncnc3c(Cl)cc(Cl)cc23)c1	5.3	47	3%	-36%	0.2%	nt	-1%	nt	-0.2%	nt
CCc1nnc(NC(=O)CSc2nnc(CNc3ccc(Cl)cc3)o2)s1	0.1	69	-25%	0%	2.7%	i	7%	-0.4%	0.3%	1
CN(C)c1nnnn1-c1cccc(Oc2ncc(C(F)(F)F)cc2Cl)c1	0.2	43	-3%	11%	-1.4%	i	0%	0.7%	-0.5%	1.2
Cc1ccc(-c2nn(-c3ccccc3)cc2C(=O)N2CCOCC2)cc1	2.8	78	-2%	-10%	-7.4%	i	5%	-1.1%	0.0%	1.1
CN(C)c1ccnc2sc3c(SCc4ccc(Cl)cc4)ncnc3c12	5.6	38	-12%	-4%	-0.6%	i	20%	1.1%	0.2%	1
Cc1ccc(C)c(C(=O)CCC(=O)Nc2ccc(F)cc2)c1	-0.2	62	-7%	6%	0.6%	nt	17%	nt	-0.2%	nt
Cc1occc1-c1nnc(SCC(=O)N2CCOCC2)n1CCc1ccccc1	-0.6	41	-10%	-5%	-4.8%	?	10%	-3.3%	-0.3%	1.1
CCOc1cc(N2CCOCC2)c(OCC)cc1NC(=O)CCS(=O)(=O)c1ccc(Cl)cc1	1.4	65	-15%	15%	1.8%	i	0%	2.7%	0.1%	1.1
Cc1ccc(-n2c(SCc3ccc([N+](=O)[O-])cc3)nc3ccccc3c2=O)cc1	1.7	71	28%	-25%	0.5%	i	26%	4.3%	0.2%	1.1
Cn1c(Cn2cnc3ccccc32)nnc1SCC(=O)CC(=O)Nc1ccccc1	-0.6	93	-12%	-1%	24%	i	7%	3.6%	-0.2%	1.2
O=C(Nc1cccc(S(=O)(=O)N2CCCCC2)c1)c1cccs1	-0.3	51	-15%	39%	-2.2%	nt	15%	nt	-0.1%	nt
CC1=C(C)CC(C(=O)NCc2ccccn2)C(C(=O)O)C1 (configuration not stated)	0.2	53	-1%	7%	1.5%	i	3%	nt	-0.3%	nt
CCOC(=O)C(NC(=O)NCc1ccc(OC)cc1)(OCC)C(F)(F)F (configuration not stated)	-2.0	61	-20%	21%	-3.9%	i	-7%	-1.2%	-0.3%	1.1
COC(=O)Cn1cc(/C=C(/C#N)C(=O)N2CCOCC2)c2ccccc21	0.9	67	-18%	20%[20 µM]	nt	i	7%	-0.3%	0.0%	1
(continued)
SMILES	NTR1 agonist	NTR1 agonist cell count 20 µM	NOD1 NF-kB reporter	KOR beta-arrestin-1	KOR beta-arrestin-2	Yfh1-depleted yeast	NOD2 inhibition	ER stress rescue	GPR55 beta-arrestin	TNAP activation fold
O=C(CCCN1C(=O)c2ccccc2C1=O)Nc1nnc(C2CC2)s1	0.3	54	0%	6%	-0.5%	i	17%	0.2%	-0.2%	1
O=C(NNc1ncccc1-n1cccc1)c1ccc(Cl)cc1	0.5	49	-8%	-7%	3.7%	i	-4%	nt	0.2%	nt
COC(=O)CSc1nc(N)c2c3c(sc2n1)C(c1ccccc1)SC(c1ccccc1)C3 (configuration not stated)	50*	55*	-14%	-10%	20%	i	-3%	-0.1%	-0.3%	1.2
CCCNc1nc(C)cc(-c2cc(-c3ccc(Cl)cc3)on2)n1	9.3	55	-7%	-78%	8.9%	i	16%	nt	0.3%	nt
O=C(NCCSc1ccccn1)c1ccc(Cl)cc1Cl	-1.1	61	-24%	7%	-7.9%	i	-90%	-1.8%	-0.3%	1.1
COc1ccc(-n2c(O)c(C=NCC(c3ccco3)N3CCCC3)c3ccccc3c2=O)cc1OC (configuration not stated)	-0.4	71	-9%	-46%	5.2%	i	3%	nt	-0.3%	1.1
Cc1cccc(N/N=C/c2ccccc2O)c1	7.6	68	15%	-40%	0.7%	i	-40%	-6.8%	-0.2%	0.9
Cc1cc(NC(=O)Nc2ccc(Cl)cc2)n(C(C)(C)C)n1	-1.0	96	-5%	26%	-5.1%	nt	11%	nt	0.4%	nt
CCOC(=O)c1nnn(-c2nonc2N)c1-c1ccc(OCC)cc1	0.0	53	-18%	27%	-5.1%	i	5%	-2.2%	-0.4%	1.1
CCN(CC)CCOC(=O)c1ccc(NC(=O)c2cccc(C)c2[N+](=O)[O-])cc1	0.5	79	-21%	0%	-0.4%	i	15%	nt	0.1%	1
CC(C)NC(=O)c1ccccc1S(=O)c1ccccc1C#N (configuration not stated)	0.7	49	-8%	-11%	3.2%	i	17%	0.1%	-0.2%	1.1
CS(=O)(=O)N(CC(=O)N1CCN(c2cccc(Cl)c2)CC1)c1ccccc1	0.5	42	-7%	34%	-2.1%	i	1%	-0.6%	-0.1%	1
O=C(CSc1nnc(Cc2cc(=O)[nH]c(=O)[nH]2)n1-c1ccc(Cl)cc1)NC1CCCC1	-2.7	55	0%	18%	12%	i	-2%	2.7%	0.3%	1
CN(C)CCCNc1nc(N)c([N+](=O)[O-])c(NC2CCCCC2)n1	-1.1	102	-7%	-6%	-3.3%	nt	26%	nt	-0.1%	nt
COc1cccc(C2C3=C(N=c4s/c(=C\c5ccc(O)cc5)c(=O)n42)c2ccccc2CC3)c1OC (configuration not stated)	32	51	4%	-9%	-3.3%	i	14%	-0.3%	-0.2%	1
Cc1ccccc1NC(=O)c1ccc(CN2CCc3ccccc3C2)cc1	0.0	56	23%	-7%	-1.2%	i	16%	-0.3%	0.1%	1.1
Cc1cc(/C=C(\C#N)C(N)=O)c(C)n1-c1ccc(N2CCOCC2)c([N+](=O)[O-])c1	8.0	55	-32%	8%	5.3%	i	-9%	-2.4%	-0.5%	1.1
O=C(CSc1ccc(Cl)cc1)NC1CCCc2ccccc21 (configuration not stated)	-0.3	45	-23%	19%	10%	i	2%	1.3%	1.0%	1.1
CC(C)c1ccc(OCC(=O)NNC(=S)NC(=O)c2ccco2)c(Br)c1	4.8	46	-42%	51%	-3.0%	nt	16%	nt	0.2%	nt
O=C(Nc1cc2c(cc1Cl)OCCCO2)c1ccc(F)cc1	2.4	58	-5%	-3%	-2.0%	i	14%	-1.7%	-0.1%	1
O=C(c1cccc(F)c1)N1CCc2ccccc21	0.9	55	-8%	30%	-1.4%	i	-17%	-0.5%	0.3%	1.1
COc1ccc(S(=O)(=O)N(CC(=O)NCc2ccncc2)Cc2ccccc2)cc1	0.5	40	-33%	-27%	-0.3%	nt	12%	nt	-0.1%	nt
O=C(c1c(F)cccc1F)N1CCC(n2nnc3cc(C(F)(F)F)ccc32)CC1	1.8	58	-22%	-7%	-3.5%	i	16%	1.0%	-0.1%	1
COc1ccc(NC(=O)Cn2c(C)cc(=O)c3cccc(OC)c32)cc1	3.1	77	6%	11%	-8.5%	i	18%	0.4%	-0.2%	1.1
COc1ccc(CN(C#N)c2nc(SC)nc(N(C)C)n2)cc1	3.2	52	-4%	-27%	3.4%	i	18%	0.4%	-0.2%	1.1
Next part
SMILES	NTR1 agonist	NTR1 agonist cell count 20 µM	NOD1 NF-kB reporter	KOR beta-arrestin-1	KOR beta-arrestin-2	Yfh1-depleted yeast	NOD2 inhibition	ER stress rescue	GPR55 beta-arrestin	TNAP activation fold
CCC(=O)Nc1ccccc1C(=O)OCC(=O)c1ccc2ccccc2c1	1.5	85	6%	27%	0.7%	i	12%	-2.4%	-0.2%	1.1
COc1ccc(NC(=O)Cn2ccc3c(OC)cccc3c2=O)cc1	1.9	63	-4%	2%	2.1%	i	5%	nt	-0.1%	nt
Cc1ccc(N2CCN(C(=O)c3cc(COc4c(C)cccc4C)on3)CC2)c(C)c1	2.9	59	-11%	7%	0.8%	nt	-3%	nt	-0.1%	nt
Cc1cc(OCc2cc(C(=O)NCCN3CCCCC3CO)no2)cc(C)c1Cl (configuration not stated)	2.2	69	-20%	-6%	-5.0%	nt	0%	nt	0.6%	nt
CCC(C)NC(=O)CNC(=O)c1nn(-c2ccc(OC)cc2)c(=O)c2ccccc12 (configuration not stated)	-1.0	56	-6%	21%	-2.1%	nt	10%	nt	-0.2%	nt
Cc1ccc2cc(CCNS(=O)(=O)c3ccc(Cl)cc3)c(=O)[nH]c2c1C	4.2	35	2%	-51%	0.4%	nt	-1%	nt	-0.2%	nt
COc1cc2c(cc1OC)N1C(=O)CC(OCC(=O)O)C3C4CC5(CCN5C(=O)C4=O)C2C31 (configuration not stated)	-0.8	41	4%	7%[20 µM]	nt	i	-24%	1.3%	-0.1%	1
CC(NC(=O)CNC(=O)C1CCCCC1)c1ccc(S(N)(=O)=O)cc1 (configuration not stated)	1.0	50	-21%	15%	1.6%	nt	4%	nt	-0.3%	nt
CC(C)(C)OC(=O)N1CCC[C@H]1C(=O)O	1.8	93	-10%	-13%[20 µM]	nt	nt	8%	nt	0.8%	nt
COCCNc1oc(-c2ccc(C)cc2)nc1C#N	0.1	38	-70%	-37%	2.2%	nt	-52%	-2.4%	0.0%	1.1
